Screens deposited in PubChem BioAssay by National Center for Advancing Translational Sciences (NCATS).
LDHA inh = inhibitors of human lactate dehydrogenase A; P00338; purified LDHA, NADH/diaphorase-resazurin fluorescence; stronger effect = lower value; activity change, % (values are at about 110 or 230 µM); 480,000 compounds, 0.15% hits; AID 1347041; in the data active = activity change below about -30%; inconclusive = mostly about -25% to -30%;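 note: plate controls were DMSO wells for no effect and wells without enzyme for full effect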
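Resorufin fluorescence (ex540/em590), read at 0 and 20 min after diaphorase/resazurin addition, reports the NADH left after a 5 min room-temperature reaction of 2 nM human LDH5 with 0.06 mM NADH and 0.2 mM pyruvate.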
rTrxR1 inhibitor = inhibitors of rat thioredoxin reductase 1; O89049; recombinant rTrxR1, NADPH fluorescence consumption, selenite substrate; Potency, µM (top dose mostly 114 µM), for the others: at the highest dose activity change, negative = inhibition, usual class: inhibitors; 390,000 compounds, 1% hits; AID 588453; note: potency is the fitted concentration of half-maximal effect; % is set by controls: 0 for no effect and ±100 for the full control effect; nearly all actives have a fitted effect of over 65% in size
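Rat TrxR1 (90 nM in the dispensed reagent) was pre-reduced with 400 uM NADPH for 5 min at room temperature, then incubated with compound for 15 min. After 400 uM selenite was added, NADPH fluorescence (Ex 340/Em 450 nm) was followed for 8 min.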
USP1 inh = inhibitors of human USP1/UAF1 deubiquitinase. recombinant USP1/UAF1, Ub-Rhodamine cleavage fluorescence. Potency, µM (series often up to 57.1 µM), inactives show top-dose activity change, negative = inhibition, most hits filed as inhibitors. 390,000 compounds, 0.23% hits. AID 743255; note: potency is the fitted concentration of half-maximal effect; % is set by controls: 0 for no effect and ±100 for the full control effect; nearly all actives have a fitted effect of over 60% in size; inactives centre near -12
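1 nM enzyme complex + cpd, 15 min RT; start with Ub-Rho 150nM final; kinetic fluorescence ex 480/em 540, 6 reads q60 s. Buffer 50mM HEPES pH 7.8, 0.5mM EDTA, 0.1 mg/ml BSA, 1mM TCEP, 0.01% Tween-20.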
GRP78 ERSR act = ER stress response induction in glioma | 420,000 compounds, 0.02% hits | U87-MG GRP78 promoter luciferase reporter, 16 h | Potency, µM, for the others: top-dose activation, most hits filed as activators | AID 602332; note: potency is the fitted concentration of half-maximal effect; series mostly up to about 76 µM; % of control where 0% means no effect; nearly all actives have a fitted effect of over 35% in size
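ERSR induction read as luciferase luminescence (Bright-Glo, 10 min at room temperature) in stably transfected human U87-MG glioma cells exposed to compounds for 16 h, using GRP78 as sensor.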
mIDH1 inhibitor = blocks human mutant IDH1 R132H enzyme; 390,000 compounds, 0.093% hits; AID 602179; Potency, µM (titrated, usually from 76.6 µM), without a hit: at the top dose activity change, negative = inhibition, actives largely listed as inhibitors; IDH1-R132H enzyme, NADPH consumption, diaphorase/resazurin fluorescence; note: potency is the fitted concentration of half-maximal effect; % is set by controls: 0 for no effect and ±100 for the full control effect; nearly all actives have a fitted effect of over 65% in size
Target sequence (O75874 whole entry R132H, stated change not applied): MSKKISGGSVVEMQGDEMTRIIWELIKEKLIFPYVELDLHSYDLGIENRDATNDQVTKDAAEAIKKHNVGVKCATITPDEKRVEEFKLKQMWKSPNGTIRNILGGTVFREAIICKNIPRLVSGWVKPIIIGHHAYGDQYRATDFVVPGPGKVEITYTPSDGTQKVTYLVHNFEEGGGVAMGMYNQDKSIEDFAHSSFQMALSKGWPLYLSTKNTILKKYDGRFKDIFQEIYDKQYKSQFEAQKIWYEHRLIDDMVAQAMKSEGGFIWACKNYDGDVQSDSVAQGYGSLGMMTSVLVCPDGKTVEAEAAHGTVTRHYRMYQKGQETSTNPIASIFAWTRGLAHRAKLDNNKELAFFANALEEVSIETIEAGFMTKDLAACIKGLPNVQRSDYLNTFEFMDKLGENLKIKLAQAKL
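IDH1-R132H (0.5 ug/mL dispensed) in pH 7.5 Tris buffer was preincubated 30 min with compound, then given a substrate mix of 0.016 mM NADPH and 2 mM alpha-KG for 80 min at room temperature; remaining NADPH was read by diaphorase/resazurin fluorescence.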
TrxR1 substrate = substrates of rat thioredoxin reductase 1 | purified TrxR1 substrate turnover, NADPH consumption readout | Potency, µM (titrated, usually from 114 µM), inactives show at the top dose activity change, negative = substrate turnover | 390,000 compounds, 0.01% hits | AID 588456; note: potency is the fitted concentration of half-maximal effect; % is set by controls: 0 for no effect and ±100 for the full control effect; nearly all actives have a fitted effect of over 50% in size
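Rat TrxR1, dispensed at 90 nM, was prereduced with 400 uM NADPH (final) for 5 min at ~22 deg C, then incubated with compound 15 min before 400 uM selenite. A first-read NADPH fluorescence drop versus no-compound background flagged substrates.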
Vif-APOBEC3F blk = Vif-A3F binding inhibition | AID 602313 | HeLa A3F-eYFP + Vif (tagged APOBEC3F with the HIV-1 protein that degrades it), YFP fluorescence increase | 390,000 compounds, 0.2% hits | Potency, µM (series often up to 46.1 µM), without a hit: at the top dose activity, negative = active; note: potency is the fitted concentration of half-maximal effect; % of control where 0% means no effect; nearly all actives have a fitted effect of over 65% in size
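HeLa cells stably expressing Vif plus C-terminally eYFP-tagged A3F were seeded, incubated overnight at 37 deg C, dosed with compound, incubated overnight again at 37 deg C. Yellow fluorescence (Ex 488/Em 500-530) reported blocked Vif-mediated A3F-eYFP degradation.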
Vif-A3G inh = Vif-A3G binding inhibition. Q9HC16. HeLa A3G-eYFP + Vif (tagged APOBEC3G with the HIV-1 protein that degrades it), YFP fluorescence, overnight. Potency, µM (top dose mostly 46.1 µM), inactives show at the highest dose activity, negative = active, usual class: inhibitors. 410,000 compounds, 0.076% hits;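 note: potency is the fitted concentration of half-maximal effect; % is set by controls: 0 for no effect and ±100 for the full control effect; nearly all actives have a fitted effect of over 60% in size; hits raise eYFP signal because A3G escapes Vif-driven loss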
Target sequence (Q9HC16 whole entry, looked up): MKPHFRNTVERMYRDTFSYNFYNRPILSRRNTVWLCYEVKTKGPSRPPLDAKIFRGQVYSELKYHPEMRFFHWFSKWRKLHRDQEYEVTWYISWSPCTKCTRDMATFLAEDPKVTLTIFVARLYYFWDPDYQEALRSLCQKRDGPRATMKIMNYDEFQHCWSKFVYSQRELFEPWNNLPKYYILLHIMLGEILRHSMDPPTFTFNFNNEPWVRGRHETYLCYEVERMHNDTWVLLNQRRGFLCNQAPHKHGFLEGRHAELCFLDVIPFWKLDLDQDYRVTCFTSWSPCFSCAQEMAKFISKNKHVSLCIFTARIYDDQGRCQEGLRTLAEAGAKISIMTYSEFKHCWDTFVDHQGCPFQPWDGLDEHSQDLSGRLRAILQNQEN
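Read-out is eYFP fluorescence (Ex 488/Em 500-530) from Vif-expressing HeLa A3G-eYFP cells; more signal means A3G escaped Vif-mediated degradation. Cells plated overnight, compound pinned in, incubated overnight at 37 deg C.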
RGS4 inhibitor = blocks human RGS4-accelerated GTP hydrolysis | P49798 | Transcreener GDP fluorescence polarization, RGS4-accelerated GTP hydrolysis | Potency, µM (titrated, usually from 114 µM), for the others: at the top dose activity change, negative = inhibition, actives largely listed as inhibitors | 390,000 compounds, 0.039% hits | AID 504845; note: potency is the fitted concentration of half-maximal effect; % is set by controls: 0 for no effect and ±100 for the full control effect; nearly all actives have a fitted effect of over 75% in size; some results filed as inactive show a strong effect at the top dose
Target sequence (P49798 whole entry, looked up): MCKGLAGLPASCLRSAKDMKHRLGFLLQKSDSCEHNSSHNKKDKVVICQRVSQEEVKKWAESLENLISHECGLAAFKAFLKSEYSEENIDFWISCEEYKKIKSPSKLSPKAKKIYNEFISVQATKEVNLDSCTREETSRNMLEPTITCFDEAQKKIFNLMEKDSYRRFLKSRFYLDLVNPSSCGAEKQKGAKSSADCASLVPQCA
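MLSMR compounds (23 nl, pin-transferred) preincubated 10 min at room temperature with a 500nM (2x) first reagent, then RGS4 at 900nM (2x) plus Transcreener GDP mix added; fluorescence polarization (620/688 nm) read before and after 90 min at 30 °C.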
* = called active by the depositor; ? = inconclusive; · = no result given; [ ] = remark or other dose. Unless noted, calls come from the whole dose curve; as a rule, active = well fitted curve in the direction sought with a large enough effect; inconclusive = small, poorly fitted or top-dose-only effect, or another doubt; inactive = no such curve, though single readings can be large; an effect the other way counts as inactive or inconclusive. An excerpt. The share of hits here may be higher or lower than overall.

SMILES | LDHA inh | rTrxR1 inhibitor | USP1 inh | GRP78 ERSR act | mIDH1 inhibitor | TrxR1 substrate | Vif-APOBEC3F blk | Vif-A3G inh | RGS4 inhibitor
CCC12CN3CC(CC)(CN(C1)C31C(=O)N(C)c3ccc(C)cc31)C2=O (stereo not given) | -3 | 2% | -2% | -3% | 2% | -7% | -8% | -2% | -3%
Cc1ccn2c(=O)nc(SCC(=O)N3CCCc4ccccc43)nc2c1 | 0 | -15% | -9% | -5% | 8% | -7% | 4% | -1% | -26%
O=C(Nc1nnc(C2=COCCO2)o1)c1ccc(S(=O)(=O)N2CCCCC2)cc1 | 0 | -3% | -24% | 3% | -16% | -5% | -5% | -7% | -3%
COCC1CCCCN1C(=O)c1ccc(OC2CCN(Cc3ccccn3)CC2)cc1 (stereo not given) | -1 | ? | -1% | -1% | 1% | -1% | 0% | -6% | 1%
O=C(NCC1CCCO1)C1CC(=O)N(c2cccc(Cl)c2)C1 (stereo not given) | 0 | ? | ? | 0% | 3% | 1% | 3% | -1% | -5%
CCOC(=O)/C(C)=C1\NC(C)(C)Cc2ccccc21 | -105* | 2% | -6% | -2% | -9% | -1% | -7% | -1% | -44%
Cc1ccc(C(=O)N/C(=C/c2ccc(N(C)C)cc2)C(=O)NCC2CCCO2)cc1 (stereo not given) | -1 | -18%[57.1 µM] | 0% | 5% | -2% | -12%[57.1 µM] | 14% | 2% | -8%
CC(C)(C)OC(=O)NN1CC(=O)N2[C@@H](Cc3c([nH]c4ccccc34)C2(C)C)C1=O | 2 | 3% | -14% | 1% | 11% | 8%[57.1 µM] | 6% | 1% | -9%
CCN(CC)S(=O)(=O)c1ccc(C(=O)Nc2ccc(C(F)(F)F)n(C)c2=O)cc1 | -2 | 26%[57.1 µM] | -11% | 9% | -1% | -5%[57.1 µM] | 15% | 0% | -14%
COc1ccccc1C1=NNC(=NCc2ccccc2)SC1 | -12 | -37% | -21% | 5% | -1% | 6%[57.1 µM] | -11% | 0% | -14%
COc1cccc(C(c2sc3ncnn3c2O)N2CC(C)OC(C)C2)c1 (stereo not given) | 7 | 22%[57.1 µM] | 0% | -3% | -10% | 2%[57.1 µM] | 1% | -3% | -5%
CCN1CCN(Cc2oc(CO)cc(=O)c2O)CC1 | 4 | 3% | -14% | -6% | 3% | 0% | -2% | 2% | -8%
CN(C)c1ccc(C(=O)N2CCN(C(=O)C3CCCO3)CC2)cc1 (stereo not given) | 0 | -6% | -18% | -6% | 8% | -6% | -1% | -1% | -7%
COc1ccc(-c2csc(CCN3N=C(C)CC3=O)n2)cc1 | 6 | 15%[57.1 µM] | ? | 11% | 4% | -12%[57.1 µM] | -8% | 0% | -44%
Cc1ccc(NC(=O)CCC(=O)NNC(=O)c2cccs2)cc1C | -2 | 13% | -22% | -3% | 3% | 5% | -6% | -3% | -6%
CC#CCN(CC#CC)S(=O)(=O)c1ccc(S(=O)(=O)N2CCOCC2)cc1 | 1 | -7%[57.1 µM] | -4% | -3% | 3% | -2%[57.1 µM] | 7% | 0% | 15%
Cc1nn(-c2ccccc2)c(NC(=O)c2ccccc2)c1Br | -1 | 2% | -4% | -3% | 6% | -3% | -15% | -28% | 0%
O=C(Nc1ccc2c(c1)OCCO2)C1CCN(C(=O)c2ccc(Br)cc2)CC1 | 4 | -14% | -15% | 1% | -2% | 4% | 1% | -2% | -36%
COc1ccc2oc(-c3cccc(NC(=O)CSc4ccc(Cl)cc4)c3)nc2c1 | -9 | 44%[activator] | ? | 1% | 4% | 81%[activator] | 0% | -5% | -39%
CCN(Cc1ccccc1)S(=O)(=O)c1ccc2oc(C(=O)O)c(C)c2c1 | 1 | 7% | -13% | -3% | -5% | 3% | -11% | 1% | 23%
CC(C)C[C@H](NC(=O)C1CC(=O)N(c2ccc3c(c2)OCCO3)C1)C(=O)NC1CCCC1 (stereo not given in full) | -1 | 23% | -28% | -4% | 0% | 4% | -3% | -2% | -3%
Cc1cccc(NS(=O)(=O)c2cccc(C(=O)NCC(c3ccc(F)cc3)N3CCOCC3)c2)c1 (stereo not given) | -10 | -9% | 0% | -4% | 2% | -14% | -1% | -1% | -27%
CC1(OC(=O)CCc2ccccc2)C(=O)C=C2C=C(c3ccc(C#N)cc3)N(CC3CC3)C=C2C1=O (stereo not given) | 1 | ? | ? | -3% | 4% | 4% | 3% | -6% | -11%
COc1ccc(NS(=O)(=O)c2ccc(C)c(C(=O)NCc3cccnc3)c2)cc1 | -8 | -9% | 6% | -2% | -3% | -5% | 4% | -3% | 0%
Cn1c(C(=O)OCC(=O)NCc2ccc(F)cc2)cc2occc21 | 0 | -1% | -2% | -3% | 4% | 0% | -11% | -8% | -31%

Next section.
SMILES | LDHA inh | rTrxR1 inhibitor | USP1 inh | GRP78 ERSR act | mIDH1 inhibitor | TrxR1 substrate | Vif-APOBEC3F blk | Vif-A3G inh | RGS4 inhibitor
CNC(=S)N/N=C1\CC(c2ccccc2)Oc2ccccc21 (stereo not given) | -2 | -3%[57.1 µM] | -16% | 5% | 6% | 8%[57.1 µM] | -12% | -9% | -9%
CCN(CC)S(=O)(=O)c1ccc2oc(C(=O)NCc3ccccc3OC)c(C)c2c1 | 2 | 5%[2.29 µM] | -9% | -3% | 4% | 5% | 3% | 4% | 1%
CCN(C(=O)COC(=O)CCOc1cc(C)ccc1C)c1c(N)n(Cc2ccccc2)c(=O)[nH]c1=O | -5 | 14% | -19% | -4% | -10% | 3% | 4% | -5% | -4%
CCOC(=O)c1nc(Nc2ccccc2OC)c2ccccc2n1 | 1 | 14% | -11% | · | · | 4% | · | · | -29%
CCN(CC)CCN1C(=O)C(=O)/C(=C(/O)c2c(C)[nH]c(C(=O)OC)c2C)C1c1cccnc1 (stereo not given) | -3 | -15% | -10% | -4% | -3% | -13% | · | 0% | 26%
Nc1ccn(CC(=O)NCc2ccccn2)c(=O)n1 | -2 | 18% | -11% | -6% | 6% | 6% | 4% | 3% | -19%
CCCCNC(=O)C(=O)NCC1CCCN1S(=O)(=O)c1cccs1 (stereo not given) | -3 | 0% | -21% | -2% | -3% | -7% | 2% | -1% | 4%
O=C(Nc1ccc(Cl)c(Cl)c1)Nc1nnc(CC2=CCCCC2)s1 | -3 | 17% | -18% | -5% | 4% | 6% | 2% | -9% | -11%
COc1cc(-c2nnc(SCC(=O)Nc3ccc(C(=O)O)cc3)o2)cc(OC)c1OC | -7 | -9%[11.4 µM] | -12% | -4% | 0% | -1%[11.4 µM] | 0% | 5% | 8%
Cc1ccc(CNC(=O)c2ccc([N+](=O)[O-])o2)cc1 | 1 | -21% | -15% | ? | 2% | 3% | 0% | -22% | -30%
Cc1cc(/C(O)=C2\C(=O)C(=O)N(CCN(C)C)C2c2ccncc2)ccc1OCc1ccccc1 (stereo not given) | -10 | -18% | 1% | -2% | 2% | -13% | 7% | 2% | 13%
Cc1cc(NC(=O)Nc2cc(Cl)ccc2C)no1 | -1 | 10% | -3% | -2% | 2% | 10%[0.0914 µM] | -8% | -2% | -21%
CC(c1ccco1)N(C(=O)CSc1ccc(Br)cc1)c1ccccn1 (stereo not given) | -3 | 35%[57.1 µM] | -13% | 0% | 3% | 8%[57.1 µM] | -3% | 4% | -16%
CCOC(=O)c1c(NC(=O)CSc2nnc(-c3ccncc3)n2Cc2ccco2)sc(C)c1C | 7 | -2% | -8% | -1% | -6% | -5% | -14% | 0% | -40%
O=C1NC(=O)c2c(Br)c(Br)c(Br)c(Br)c21 | -5 | 14%[57.1 µM] | 4% | 1% | 6% | 6%[57.1 µM] | 0% | 2% | 19%
CCc1ccc(N(C(=O)CNC(=O)c2ccco2)C(C(=O)NC2CCCC2)c2cccnc2)cc1 (stereo not given) | -5 | -2%[57.1 µM] | -6% | -2% | 6% | 10%[57.1 µM] | -1% | 1% | -38%
COc1ccc(C(=O)Nc2sc(C(=O)N(C)C)c(C)c2C#N)cc1[N+](=O)[O-] | -6 | -5% | 2% | -4% | 3% | -18% | 13% | -3% | 12%
CC(C)(C)NC(=O)Cn1c(SCC(=O)NC2CCCCC2)nc2ccccc21 | 3 | 25% | -14% | -4% | 0% | 9% | -1% | 0% | 1%
CC1CCCCN1CCCNc1ccc(C(CC(N)=O)NC(=O)Cc2ccc(Cl)cc2)cc1[N+](=O)[O-] (stereo not given) | -1 | 8%[57.1 µM] | -24% | -1% | 6% | 5% | 2% | 0% | -13%
CCCCNC(=O)c1cnc2sc(N3CCCCC3)nn2c1=O | -2 | 21%[57.1 µM] | -10% | 10% | -7% | 48%[activator][57.1 µM] | 2% | -2% | -13%

Structures from the list above containing a COOH group, in the order listed:
SMILES | LDHA inh | rTrxR1 inhibitor | USP1 inh | GRP78 ERSR act | mIDH1 inhibitor | TrxR1 substrate | Vif-APOBEC3F blk | Vif-A3G inh | RGS4 inhibitor
CCN(Cc1ccccc1)S(=O)(=O)c1ccc2oc(C(=O)O)c(C)c2c1 | 1 | 7% | -13% | -3% | -5% | 3% | -11% | 1% | 23%
COc1cc(-c2nnc(SCC(=O)Nc3ccc(C(=O)O)cc3)o2)cc(OC)c1OC | -7 | -9%[11.4 µM] | -12% | -4% | 0% | -1%[11.4 µM] | 0% | 5% | 8%
